UPR XBP1 act: activators of adaptive XBP1 UPR arm, primary screen, cell-based, CHO-XBP1 luciferase reporter, luminescence, uHTS. actives 0.33% (n = 330,000). AID 463104, 2010. IRE1-XBP1 UPR activation; percent of tunicamycin response, DMSO as zero. activation, % at 20 µM;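 active = versus positive control, 20 µM dose yields 30% or more activation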;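 also: 100% = tunicamycin at 10 µg/mL and 0% = DMSO only wells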
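assay system = CHO-XBP1 luciferase reporter cells | amount = 1000 cells/well | buffer or medium = F12 plus 10% FBS | compound dosing = single point, 20 µM final compound, 1% DMSO | incubation = 16-18 h cell attachment at 37 °C, then 6 h compound exposure | detection = Steady-Glo luminescence read | controls = tunicamycin 10 µg/mL and vehicle-only wells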
tim10-1 inh: growth inhibitors of tim10-1 mutant yeast, primary screen, luminescence, uHTS; S. cerevisiae tim10-1 ts strain growth, BacTiter-Glo, 24 h; AID 463190, 2010; inhibition, % at 20 µM; actives 2.2% (n = 330,000);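 active = inhibition of at least 40%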;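 also: mutant grown at 25 °C; 0% = DMSO wells with yeast and 100% = wells holding no yeast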
Jurkat NFkB inh: inhibitors of induced NF-kB luciferase reporter, primary screen, TCR NF-kB activation inhibitor project, cell-based, luminescence, uHTS; Jurkat, PMA/ionomycin-induced NF-kB luciferase reporter; inhibition, % at 4 µM; actives 0.53% (n = 330,000); AID 435003, 2010; in the data active = inhibition above about 50%
697 NFkB inh: inhibitors of PMA/ionomycin-induced NF-kB reporter, 697 cells, primary screen, B-cell NF-kB inhibitor project, cell-based, luminescence, uHTS. 697 B-cell NF-kB luciferase reporter, 16 h. inhibition, % at 4 µM. actives 0.33% (n = 330,000). AID 435022, 2010; in the data active = inhibition above about 35%
Mdm2-MdmX inh: inhibitors of human Mdm2-MdmX association, primary screen, cell-based, luminescence, split luciferase, SaOS-2, uHTS. Protein Mdm4 (Homo sapiens) + E3 ubiquitin-protein ligase Mdm2 (Homo sapiens), …. SaOS-2 split-luciferase Mdm2/MdmX complementation. inhibition, % at 8 µM. actives 3% (n = 330,000);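 active = inhibition of at least 50% at 8 µM in the primary screen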
Target sequence (O15151 whole entry, looked up): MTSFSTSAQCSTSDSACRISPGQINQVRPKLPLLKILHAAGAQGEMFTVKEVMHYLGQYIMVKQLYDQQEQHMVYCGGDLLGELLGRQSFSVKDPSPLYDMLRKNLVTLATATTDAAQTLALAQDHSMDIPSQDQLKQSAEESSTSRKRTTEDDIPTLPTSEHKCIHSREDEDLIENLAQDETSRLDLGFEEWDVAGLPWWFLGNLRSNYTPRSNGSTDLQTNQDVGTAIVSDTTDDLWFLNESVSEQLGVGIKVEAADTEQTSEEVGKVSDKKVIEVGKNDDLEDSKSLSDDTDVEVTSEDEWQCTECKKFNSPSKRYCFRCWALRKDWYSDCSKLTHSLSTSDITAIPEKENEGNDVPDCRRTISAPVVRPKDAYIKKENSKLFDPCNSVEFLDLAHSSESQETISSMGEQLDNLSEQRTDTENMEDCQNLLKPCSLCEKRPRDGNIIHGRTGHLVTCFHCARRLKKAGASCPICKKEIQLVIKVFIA
Target sequence (Q00987 whole entry, looked up): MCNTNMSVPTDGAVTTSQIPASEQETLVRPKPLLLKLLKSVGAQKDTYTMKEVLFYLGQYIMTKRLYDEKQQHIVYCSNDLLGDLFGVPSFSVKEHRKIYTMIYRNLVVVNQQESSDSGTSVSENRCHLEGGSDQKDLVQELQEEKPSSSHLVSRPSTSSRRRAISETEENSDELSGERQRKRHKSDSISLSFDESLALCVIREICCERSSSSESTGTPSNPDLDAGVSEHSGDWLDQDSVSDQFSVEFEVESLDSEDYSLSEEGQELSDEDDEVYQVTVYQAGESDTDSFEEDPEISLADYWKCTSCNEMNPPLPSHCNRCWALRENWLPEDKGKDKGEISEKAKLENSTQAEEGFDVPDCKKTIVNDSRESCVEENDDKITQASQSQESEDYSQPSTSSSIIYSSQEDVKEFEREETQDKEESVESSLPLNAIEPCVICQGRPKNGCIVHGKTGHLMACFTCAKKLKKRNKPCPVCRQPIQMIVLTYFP
UPR CHOP act: activators of apoptotic CHOP UPR arm, primary screen, cell-based, CHO-CHOP luciferase reporter, luminescence, uHTS; activation, % at 10 µM; AID 449763, 2010; UPR activation; percent of tunicamycin response over DMSO baseline; actives 0.34% (n = 330,000);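 active = at 10 µM dose, activation of 40% or more, normalized to positive control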;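 also: 100% = tunicamycin at 10 µg/mL and 0% = DMSO alone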
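Assay system: CHO-CHOP cells, stable luciferase reporter of PERK-eIF2a-CHOP signalling / Buffer or medium: F12 plus 10% serum / Compound dosing: one dose, 10 µM in 0.5% DMSO / Times: 6 h compound treatment, 37 °C / Technique: luciferase luminescence / Read-out: % reporter activation, DMSO baseline versus tunicamycin full activation / Benchmarks: tunicamycin and DMSO controls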
tim23-1 inh: growth inhibitors of tim23-1 mutant yeast, primary screen, luminescence, uHTS; S. cerevisiae tim23-1 growth, BacTiter-Glo luminescence, 24 h; inhibition, % at 20 µM; actives 1.3% (n = 330,000); AID 463212, 2010;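 active = growth inhibition of the mutant yeast at or above 50%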;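 also: temperature-sensitive mutant grown at 25 °C; plate controls were DMSO-treated mutant yeast for no effect and medium wells lacking yeast for full effect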
TIM10 inh: growth inhibitors of isogenic TIM10 control yeast, primary screen, counter-screen for tim10-1 yeast inhibitor project, luminescence, uHTS | S. cerevisiae TIM10 strain growth, BacTiter-Glo luminescence, 24 h | inhibition, % at 10 µM | actives 1.4% (n = 330,000) | AID 463195, 2010;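 active = inhibition of 40% or more at the single tested concentration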;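 also: wild-type TIM10 isogenic control strain grown at permissive 25 °C; 0% = DMSO yeast wells and 100% = minimal medium wells without yeast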
* marks the source's active call; other numbers are inactive results.

SMILES	UPR XBP1 act	tim10-1 inh	Jurkat NFkB inh	697 NFkB inh	Mdm2-MdmX inh	UPR CHOP act	tim23-1 inh	TIM10 inh
CCOc1ccccc1-c1cc(C(=O)N/N=C(\C)c2cccnc2)c2ccccc2n1	-5	6	-8	-39	-17	-1.8	28	-5
COc1ccc(N2C(=O)C3CCCN3C2=S)cc1 (centres undefined)	-7	0	15	18	-1	-1.5	8	-4
Cn1nc(C(=O)Nc2cccc(C(=O)NC3CC3)c2)c2ccccc2c1=O	0	5	10	11	-6	1.3	9	8
Cc1c(NC(=O)c2cc3ccccc3o2)c(=O)n(-c2ccccc2)n1C	0	8	-12	8	5	1.8	-3	2
CC1Cc2ccccc2N1C1=CC(=O)CCC1 (centres undefined)	1	6	1	19	9	0.6	10	-9
COc1cccc(/C=N/NC(=O)CN(C2=NS(=O)(=O)c3ccccc32)c2ccccc2)c1	0	11	-7	8	9	-1.6	15	0
Cc1ccc(NC(=O)COC(=O)Cc2c[nH]c3ccccc23)cc1C	0	13	9	10	-20	-0.2	33	5
COc1cccc(-n2c(SCC(=O)NC3CCCCC3)nc3n[nH]c(C)c3c2=N)c1	1	6	29	4	53*	-0.9	6	1
CCc1c(C)[nH]n(-c2nc(-c3cccc([N+](=O)[O-])c3)cs2)c1=O	0	17	-5	-11	5	0.0	0	17
COc1ccc(Cl)cc1NC(=O)CCn1c(=O)oc2ccccc21	-1	19	-2	13	13	1.4	12	5
Cc1cc(C)cc(NC(=O)CN2CCN(c3ccccc3)CC2)c1	-5	31	26	-13	-23	-3.2	15	-11
CC(C)c1nnc(NC(=O)C2CCCN2C(=O)Nc2ccccc2F)s1 (centres undefined)	-1	-1	-1	12	-5	1.3	-1	-6
NC(=O)c1ccsc1NC(=O)COC(=O)Cc1ccccc1Cl	-1	14	-1	15	33	2.6	20	5
Cc1cccc(CN2C(=O)NC(c3ccccc3)(c3ccccc3)C2=O)c1	-3	0	16	-7	14	0.0	17	22
CN(c1ccccc1)S(=O)(=O)c1cccc(NC(=O)Cc2n[nH]c(=O)c3ccccc23)c1	0	17	-4	-26	-28	-0.3	16	5
Cn1c(CC(=O)NNC(=O)c2ccc(F)cc2Cl)nc2ccccc21	0	6	5	14	11	1.2	7	8
COc1ccc(NC(=O)N2CCOCC2)cc1	-2	-5	-11	6	19	4.6	-10	-6
COC(=O)C1=C(C)N(Cc2ccc(C)cc2)C(=O)/C1=C\c1cc(OC)c(OC)c(OC)c1	1	35	14	4	5	9.6	36	34
Cc1cccc(C)c1NC(=O)C1(NC(=O)C2CCC(=O)N2)CCCCC1 (centres undefined)	-2	0	7	20	-9	2.5	5	8
Cc1cc(C)c(OCCCCCNCCO)c(C)c1	-2	5	-16	-27	0	-2.6	17	2
C/C(=C\C(=O)c1ccc(Br)cc1)NCc1ccccc1	3	11	-22	-5	-12	4.2	11	-9
COC(=O)C(Cc1cnc(Cl)s1)(C(=O)OC)c1ccccc1[N+](=O)[O-]	0	33	-1	-15	10	0.3	3	6
c1ccc(-c2cc(N3CCCCC3)c3ccccc3n2)cc1	0	26	7	1	20	0.3	39	20
COc1ccc(C2=NO[C@@H]3C(=O)N(C4CCCCC4)C(=O)[C@H]23)cc1OC	0	8	10	13	-3	0.7	10	-1
CC(C)=CCC[C@](C)(O[C@@H]1O[C@H](CO[C@@H]2OC[C@H](O[C@@H]3OC[C@@H](O)[C@H](O)[C@H]3O)[C@H](O)[C@H]2O)[C@@H](O)[C@H](O)[C@H]1O)C1CC[C@]2(C)C1[C@H](O)CC1[C@@]3(C)CC[C@H](O)C(C)(C)C3[C@@H](O)C[C@]12C (some centres undefined)	-2	12	2	13	-12	-0.3	14	3
Cc1cccn2c(NCc3ccc4c(c3)OCO4)c(-c3ccc(O)cc3)nc12	-2	30	1	-8	24	-0.8	27	20
Nn1c(SC/C=C/c2ccccc2)nnc1-c1ccco1	0	5	-12	-27	-17	2.2	5	3
COc1ccccc1CNC(=O)COC(=O)c1ccccn1	-1	11	-6	-17	7	-0.3	-5	-2
O=C(O)COc1ccc(Br)cc1/C=N/O	4	9	12	14	6	-0.7	6	-1
COc1ccc(C(=O)N2CCCC(C(N)=O)C2)cc1S(=O)(=O)N1CCOCC1 (centres undefined)	3	-3	5	16	-3	-0.5	5	4
O=C(CSc1nnc(-c2ccncc2)o1)Nc1nncs1	2	-16	3	5	25	3.0	-4	9
Cc1ccc(-c2nc3cccnc3o2)cc1NC(=O)COc1ccc(Cl)cc1C	2	14	10	-3	85*	4.2	-8	-6
Cc1ccc(C(=O)Nc2c(C)cc(-c3ccc(Cl)cc3)oc2=O)cc1	-3	4	5	-22	17	-1.4	-6	-13
CC(C)NC(=O)NC(=O)COC(=O)/C=C/c1ccccc1[N+](=O)[O-]	-5	4	3	18	8	-0.6	18	-1
O=C(NCCOc1ccccc1)c1ccc2n[nH]nc2c1	2	-3	-14	-66	0	2.5	-7	2
COc1ccc(Cl)cc1NC(=O)CCCC(=O)c1ccccc1	1	3	5	14	21	3.5	14	1
O=C(C(NS(=O)(=O)c1cccs1)c1ccccc1)N1CCN(c2ccccc2)CC1 (centres undefined)	-4	12	-4	-8	0	-1.2	12	-16
CC1CN(C(=O)C(C)N2CCN(c3cccc(Cl)c3)CC2)CC(C)O1 (centres undefined)	-3	15	-18	0	14	-0.8	9	-7
Cc1cc(C(=O)Oc2ccccc2C(=O)O)c(C)o1	-4	-3	0	32	5	-2.8	11	7
CC1CCCC(C)N1C(=O)COc1ccc(C(=O)Nc2ccccc2N2CCOCC2)cc1 (centres undefined)	1	24	8	4	10	0.7	21	23

Reprinted from the part before: two entries, followed by the next part.
SMILES	UPR XBP1 act	tim10-1 inh	Jurkat NFkB inh	697 NFkB inh	Mdm2-MdmX inh	UPR CHOP act	tim23-1 inh	TIM10 inh
Cc1cc(C(=O)Oc2ccccc2C(=O)O)c(C)o1	-4	-3	0	32	5	-2.8	11	7
CC1CCCC(C)N1C(=O)COc1ccc(C(=O)Nc2ccccc2N2CCOCC2)cc1 (centres undefined)	1	24	8	4	10	0.7	21	23
CCC(Oc1ccccc1)C(=O)Nc1ccsc1C(=O)OC (centres undefined)	-2	-37	7	10	6	-0.8	10	-21
N#CCC(=O)Nc1ccc(C(=O)OCC(=O)NCCCc2ccccc2)cc1	-3	-9	-6	16	22	-0.3	25	10
COc1cc(NC(=S)N2CCN(CCO)CC2)c(OC)cc1Cl	2	0	-17	-10	6	0.7	4	-9
Cc1[nH]c(=O)[nH]c(=O)c1S(=O)(=O)Nc1ccc(F)cc1Cl	-4	9	-11	4	0	0.3	9	-4
COc1cccc(OCC(O)CN2CCN(c3ncccn3)CC2)c1 (centres undefined)	-1	7	-7	-8	-25	0.6	-5	-10
COc1ccc(CN2C(=NC(=O)C3CCCO3)SC3CS(=O)(=O)CC32)cc1OC (centres undefined)	-6	-1	12	5	8	-3.1	6	5
CCC(C)CCN1C(Nc2ccccc2)=NC[C@@H]1Cc1ccccc1 (some centres undefined)	0	6	8	-8	15	1.1	6	5
CCOC(=O)c1cn2nc(Oc3ccc(NC(C)=O)cc3)ccc2n1	-3	-1	3	-1	-5	0.3	-6	-5
CCOc1ccc(CCNC(=O)C2=C(C)C(=O)OC23CCC(C)CC3)cc1OCC (centres undefined)	-4	20	3	-1	8	1.3	23	11
C#CCOCCOCCOCCNc1nc(N2CCN(C(=O)C(CCC(=O)O)n3cc(C(N)CC(C)C)nn3)CC2)nc(N2CCN(C(=O)C(Cc3cc4ccccc4[nH]3)n3cc(C(N)Cc4ccc(O)cc4)nn3)CC2)n1 (centres undefined)	0	5	3	12	25	-0.3	15	21
COc1cccc(N2CCN(C(=O)CCc3nnc4ccc(N5CCCC5)nn34)CC2)c1	-1	18	-1	-4	10	-0.2	8	18
CC(C)NC(=O)c1ccc(S(=O)(=O)N(C)C)cc1	1	12	-3	9	31	2.8	-11	-1
Cc1cccc(OCC(=O)Nc2ccc3c(c2)nc(CCN2CCN(C)CC2)n3C)c1	-1	-1	12	2	18	1.4	-29	-9
CN(C)c1ccc2c3c(ccc(N(C)C)c13)COC2	-2	8	9	17	-7	-0.7	2	8
Cc1ccc(N(C(=O)c2sc(C)nc2C)C(C(=O)NCc2ccco2)c2ccccc2)cc1 (centres undefined)	-5	10	-16	6	0	-0.1	19	5
COc1ccccc1CC(=O)NNC(=O)c1ccc(C(C)(C)C)cc1	-2	12	-1	15	6	2.4	24	11
COc1ccc2[nH]c(C(=O)N(C)c3ccc(F)cc3F)cc2c1	-1	2	11	6	1	1.8	12	25
COCCn1nnnc1CN1CCN(c2cccc(C(F)(F)F)c2)CC1	-4	11	0	-18	11	-1.3	3	3
COc1cccc(-n2c(=O)n(Cc3ccccc3)c(=O)c3[nH]cnc32)c1	1	-2	1	10	7	1.2	-2	6
COc1ccc(-c2nnc(-c3ccccc3)o2)cc1OC	-3	-16	-89	-115	-105	6.3	2	4
CCc1nnc(NC(=O)CSc2nnc(-c3ccccc3O)n2CC)s1	5	17	2	5	17	-1.0	-8	-4
O=C(NCC1CCCO1)C1CC(=O)N(C2CCCCCC2)C1 (centres undefined)	2	-14	-18	12	14	-2.8	7	-7
COc1ccc(Cc2n[nH]c(=S)n2-c2ccc3c(c2)OCCO3)cc1	3	21	-4	5	5	-1.6	16	5
COc1ccc(Nc2nc3ccccc3nc2NS(=O)(=O)c2cccs2)cc1	3	20	2	17	2	-0.8	15	37
COc1ccc(Cl)cc1S(=O)(=O)NC(C)C(=O)NCCCn1ccnc1 (centres undefined)	-1	-4	9	-25	19	-0.1	10	-3
CC(=O)c1cccc(NC(=O)/C(=C\c2cccnc2)NC(=O)c2ccccc2)c1	3	-7	1	11	8	-0.3	2	6
O=C(CSc1nnc(-c2ccc(Cl)cc2)o1)NNC(=O)c1ccncc1	3	6	-21	10	-2	-1.0	11	1
c1ccc(CN2CCOCC2)cc1	0	-12	-7	3	-2	-2.0	-6	-4
O=C1c2oc3ccc(F)cc3c(=O)c2C(c2cccc(O)c2)N1CCCN1CCOCC1 (centres undefined)	-2	1	5	4	-6	-0.1	-10	9
CC1CN=C(N(C(=O)Nc2ccccc2)c2ccc(S(=O)(=O)N3CCOCC3)cc2)S1 (centres undefined)	-2	16	15	4	1	-2.4	18	11
Cc1nnc(-n2ncc(C#N)c2N)c2nn(-c3cccc(Cl)c3)c(C)c12	1	30	-2	-24	7	-1.0	-4	-17

Compound profiles, as listed above. Order of screens: UPR XBP1 act | tim10-1 inh | Jurkat NFkB inh | 697 NFkB inh | Mdm2-MdmX inh | UPR CHOP act | tim23-1 inh | TIM10 inh
O=C1c2oc3ccc(F)cc3c(=O)c2C(c2cccc(O)c2)N1CCCN1CCOCC1 (centres undefined) in the list: -2 | 1 | 5 | 4 | -6 | -0.1 | -10 | 9
CC(=O)c1cccc(NC(=O)/C(=C\c2cccnc2)NC(=O)c2ccccc2)c1 in the list: 3 | -7 | 1 | 11 | 8 | -0.3 | 2 | 6
Cc1nnc(-n2ncc(C#N)c2N)c2nn(-c3cccc(Cl)c3)c(C)c12 in the list: 1 | 30 | -2 | -24 | 7 | -1.0 | -4 | -17
O=C(CSc1nnc(-c2ccc(Cl)cc2)o1)NNC(=O)c1ccncc1 in the list: 3 | 6 | -21 | 10 | -2 | -1.0 | 11 | 1
CCc1nnc(NC(=O)CSc2nnc(-c3ccccc3O)n2CC)s1 in the list: 5 | 17 | 2 | 5 | 17 | -1.0 | -8 | -4

Source: PubChem BioAssay
